# HT1080 IDH1KD tx – qHTS for induction of synthetic lethality in tumor cells producing 2HG: qHTS for the HT-1080-IDH1KD cell line; AID 686971, 2013; HT-1080 IDH1 knockdown viability, ATP luminescence, 48 h; Potency, µM (doses to about 46.1 µM), for inactives: top-dose activity, negative = toxicity, usual class: cytotoxic; 360,000 tested, 2% active;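 also: potency is read from the fitted curve at half-maximal effect; 0% = DMSO wells and -100% = cell-free medium wells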
#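 HT-1080-IDH1KD cells (IDH1 knocked down), 750/well in RPMI with 5% FBS, treated with compound 48 h at 37 degrees C. Viability by CellTiter-Glo luminescence, normalised to DMSO and no-cell wells; concentration-response curves classed.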
# HT1080-NT tox – qHTS for induction of synthetic lethality in tumor cells producing 2HG: qHTS for the HT-1080-NT fibrosarcoma cell line; HT-1080-NT fibrosarcoma viability, CellTiter-Glo ATP luminescence, 48 h; 360,000 tested, 1.6% active; Potency, µM (doses to about 46.1 µM), for inactives: at the highest dose activity, negative = less viability, most hits filed as cytotoxic; AID 686970, 2013;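 also: NT is the 2HG producing partner of a matched IDH1 knockdown line; potency is read from the fitted curve at half-maximal effect; 0% = DMSO-treated cells and -100% = media-only wells without cells; nearly all actives have a fitted effect of over 55% in size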
#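 Viability by CellTiter-Glo luminescence after 48 h compound exposure at 37C of HT-1080-NT cells (750/well, RPMI, 5% FBS). % activity scaled between DMSO wells and medium-only wells, then curve-fitted and categorized by curve class.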
# ATXN viability – Viability Counterscreen for Primary qHTS for Inhibitors of ATXN expression; 400,000 tested, 0.49% active; S2 cells (HEK-293 line with an ATXN2-luciferase reporter) viability, CellTiter-Fluor protease fluorescence, 24 h; Potency, µM (highest dose often 56.7 µM), actives largely listed as cytotoxic; AID 651635, 2014; also: potency is read from the fitted curve at half-maximal effect; nearly all actives have a fitted effect of over 40% in size
# MCF10A rerep – A quantitative high throughput screen for small molecules that induce DNA re-replication in MCF 10a normal breast cells. MCF 10A DNA re-replication, Hoechst nuclear intensity, 48 h. Potency, µM (series often up to 46.1 µM), inactives show top-dose activity, positive = re-replication, actives largely listed as activators. 350,000 tested, 2.9% active. AID 624296, 2012; also: potency is read from the fitted curve at half-maximal effect; % of control where 0% means no effect; nearly all actives have a fitted effect of over 50% in size
# SW480 rerep – A quantitative high throughput screen for small molecules that induce DNA re-replication in SW480 colon adenocarcinoma cells; SW480 DNA re-replication, Hoechst DNA content imaging, 48 h; Potency, µM (series often up to 46.1 µM), without a hit: at the top dose re-replication activation, hits mostly activators; 340,000 tested, 1.8% active; also: potency is read from the fitted curve at half-maximal effect; % of control where 0% means no effect; nearly all actives have a fitted effect of over 55% in size
#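 Image-based DNA-content assay: after two days of treatment, nuclei were labelled with the DNA dye Hoechst and imaged, and hits were compounds raising the count of nuclei showing high fluorescence intensity.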
# ATXN2 expr inh – Primary qHTS for Inhibitors of ATXN expression. HEK-293 ATXN2-luciferase reporter, luminescence, 24 h. Potency, µM (highest dose often 57 µM), for the others: top-dose activity change, negative = inhibition, most hits filed as inhibitors. 360,000 tested, 0.72% active. AID 1745845, 2022; also: potency is read from the fitted curve at half-maximal effect; % is scaled to controls: 0 for no effect and ±100 for the full control effect; nearly all actives have a fitted effect of over 55% in size
#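 ATXN2-luciferase reporter cells (luciferase flanked by upstream and downstream ATXN2 gene portions) were treated 24 h at 37 °C with compounds at up to 57 uM. SteadyGlo luminescence gave expression; GF-AFC fluorescence gave viability.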
# KB-3-1 cytotox – qHTS assay for MDR1-selective chemotherapeutics: Primary screen using the parental adenocarcinoma cell KB-3-1; KB-3-1 viability, CellTiter-Glo ATP luminescence, 72 h; Potency, µM (highest dose often 46.1 µM), without a hit: top-dose activity change, negative = cytotoxic, most hits filed as cytotoxic; 400,000 tested, 1.4% active; AID 1347075, 2019; also: potency is read from the fitted curve at half-maximal effect; % is scaled to controls: 0 for no effect and ±100 for the full control effect; nearly all actives have a fitted effect of over 60% in size
#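 Using CellTiter-Glo luminescence, growth of non-resistant KB-3-1 adenocarcinoma cells is assessed 72 h after pin-tool compound addition at 37 °C. Normalized responses across the concentration series yield fitted curves.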
# HepG2 viability – qHTS for Inhibitors of TGF-b: Cytotox Counterscreen. HepG2 CAGA-GFP viability, ATP luminescence, 18 h. 410,000 tested, 0.76% active. Potency, µM (highest dose often 46.1 µM), for inactives: at the highest dose activity change, negative = cytotoxicity, most hits filed as cytotoxic. AID 588856, 2011; also: potency is read from the fitted curve at half-maximal effect; some results filed as inactive show a strong effect at the top dose
#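 HepG2 CAGA-GFP cells (1000/well, DMEM with 1% FBS) received compound, then TGF-beta at 500 pg/mL final, and were incubated 18 hours at 37 degrees C. Viability was read by CellTiter-Glo luminescence. Media-only wells were set as complete cell-killing and DMSO as no toxicity.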
# IL1B secr inh – qHTS for Inhibitors of Inflammasome Signaling: IL-1-beta AlphaLISA Primary Screen. THP-1 LPS/ATP IL-1B secretion, AlphaLISA, 16 h; active compounds read low. activity change, % at 57.5 µM. 360,000 tested, 4.7% active. AID 743279, 2014; in the data active = activity change below about -50%; inconclusive = mostly about -30% to -49%; also: % is scaled to controls: 0 for no effect and ±100 for the full control effect
#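 Secreted IL-1B measured by AlphaLISA bead assay after 16 h compound exposure of THP-1 cells; compounds (final up to 57.5 uM) added 1 h before LPS (250 ng/mL) and ATP (1.25 mM) stimulation; lower signal means less secretion.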
# Active calls of the source: *; i = inactive; ? = inconclusive; · = not tested or not shown; [ ] = dose if it differs, or a comment. Unless noted, calls follow the shape of the dose curve; as a rule, active = well fitted curve in the direction sought with a large enough effect; inconclusive = small, poorly fitted or top-dose-only effect, or another doubt; inactive = no such curve, though single readings can be large; an effect the other way counts as inactive or inconclusive.
Structure,ATXN2 expr inh,HepG2 viability,KB-3-1 cytotox,MCF10A rerep,IL1B secr inh,ATXN viability,HT1080 IDH1KD tx,HT1080-NT tox,SW480 rerep
O=C(C1CCCN1S(=O)(=O)c1ccc(Br)cc1)N1CCOCC1 (stereo unspecified),1%,2%,14%,0%,2,i,9%,8%,0%
COc1ccc(Cl)cc1NC(=O)CN(C)C(=O)c1cc(=O)c2ccccc2o1,-14%,-19%,-24%,29%,-14,i,3%,-3%,?
Cc1noc2ncnc(Sc3c(Cl)cccc3Cl)c12,7%,11µM*,?,4.5µM*,-115*,i,?,?,?
O=C(c1ccncc1)N1CCN(S(=O)(=O)c2ccccc2F)CC1,3%,-5%,17%,0%,8,?,6%,-2%,1%
CN1CCC(CC(C(=O)N2CCCC2)(c2ccccc2)c2ccccc2)C1 (stereo unspecified),-23%,-10%,-9%,2%,-18,?,-12%,-14%,-2%
Cc1cc(=O)[nH]c(S/C=C/c2ccccc2)n1,2%,-43%,0%,25%,14,i,?,?,0%
COc1ccc(S(=O)(=O)/N=C2\C=C(Nc3ccc(O)cc3)C(=O)c3ccccc32)cc1,3.2µM*,0.89µM*,5.2µM*,4.6µM*,-96*,6.3µM*,2.1µM*,1.8µM*,16µM*
O=C(COC(=O)c1ccc(Cl)nc1)NNC(=O)c1ccc(Br)cc1,-3%,2%,-10%,4%,6,i,-4%,3%,-9%
CC1CC(C)CN(S(=O)(=O)CC23CCC(CC2=O)C3(C)C)C1 (stereo unspecified),20%,8%,1%,5%,-2,i,12%,17%,-6%
CCCC(=O)N(c1ccc(F)cc1)C1C=CS(=O)(=O)C1 (stereo unspecified),2%,6%,17%,-6%,-5,i,10%,7%,-14%
O=C(O)COn1c(-c2ccccc2)nc2ccc(Cl)cc21,1%,-18%,2%,-4%,-4,i,1%,-2%,-2%
Nc1nc(Cl)cc(Oc2ccc(Cl)cc2)n1,7%,-19%,1%,-18%,-9,i,-1%,7%,-5%
COc1ccc(CN2CCN(c3ncccn3)CC2)c(OC)c1,-16%,-10%,-4%,5%,-12,i,-7%,-8%,0%
COc1ccc(-n2c(O)c(C=NCc3ccccn3)c3ccccc3c2=O)c(OC)c1,4%,16%,2%,0%,-12,i,?,-5%,2%
CCOC(=O)c1sc2ccccc2c1S(=O)(=O)Nc1c(C)cccc1C,-29%,-23%,1%,·,·,?,·,·,·
Cc1ccc(S(=O)(=O)N2CCCc3cc(NS(=O)(=O)c4ccc(C)c(C)c4)ccc32)cc1,-17%,-5%,?,·,·,?,·,·,·
COc1ccc(C(=O)Oc2cccnc2)cc1OC,-24%,-1%,-4%,1%,44,?,10%,11%,-6%
O=C(NC1CCCCC1)C(c1cccnc1)N(C(=O)CCl)c1ccccc1Cl (stereo unspecified),-29%,2%,10µM*,6%,-89*,i,16µM*,10µM*,?
O=C(C1=C[C@@H](c2csc3ccccc23)C[C@@H](OCCCCO)O1)N1CCN(Cc2ccc3c(c2)OCO3)CC1,?,-22%,?,?,?,?,-26%,-27%,-5%
CC(C)c1ccc([C@@H]2O[C@H](C)CC3=C2C(=O)OC(C)(C)O3)cc1,9%,·,11%,·,0,i,7%,2%,·
Cc1cc(C)n(-c2ccc(C(=O)O)cc2[N+](=O)[O-])n1,8%,-4%,-6%,-18%,41,i,0%,-5%,-17%
C/C(=N\NC(=O)CNc1cccc(C(F)(F)F)c1)c1ccc(Br)cc1,-13%,-48%,2%,15%,-16,i,?,?,-3%
Cc1cccc(NC(=S)NC2CCCC2)c1C,-13%,-32%,6%,6%,-1,?,-2%,5%,-12%
COC(=O)CN1C(=O)C(O)(CC(=O)c2ccc(F)cc2)c2ccccc21 (stereo unspecified),6%,13%,-12%,·,·,i,·,·,·
Cc1ccc(S(=O)(=O)Nc2ccc3c(c2)CCCN3C(=O)c2cccs2)cc1C,?,-25%,-9%,·,·,?,·,·,·
CN(C(=O)c1ccc(NC(=O)Cc2ccc(NC(=O)C3CCCN(C(=O)C4CCCC4)C3)cc2)cc1)C1CC1 (stereo unspecified),16%,3%,0%,1%,-11,i,3%,16%,-15%
CCN(CC(=O)Nc1ccc(Br)c(C)c1)CC(=O)NC(C)C,-21%,-14%,-2%,-5%,-3,i,-8%,-14%,-1%
O=C1C(=Cc2cccc(O)c2O)SC(=S)N1CCCN1CCOCC1,·,-3%,25%,·,-2,?,-5%,-3%,·
Cc1ccc2occ(CC(=O)Nc3ccc(Cl)c(C(F)(F)F)c3)c2c1,25µM*,13µM*,?,·,·,?,·,·,·
O=C(c1ccc(F)cc1F)N1CCN(c2ncccn2)CC1,-9%,2%,-7%,1%,3,i,3%,1%,-1%
COc1ccccc1CN1C(=NC(=O)CCC2CCCC2)SC2CS(=O)(=O)CC21 (stereo unspecified),-34%,4%,-13%,20%,6,?,5%,-2%,?
CC(C)(C)Cc1nnc(NC(=O)CSc2ccccc2)s1,19%,-15%,?,1%,0,i,3%,4%,?
C=CCn1c(SCC(=O)N2CCCCCC2)nc2ccccc2c1=O,18%,-21%,1%,?,-16,i,-2%,-2%,-20%
CN(Cc1ccccc1)C(=O)Cn1c(=O)c2cccn2c2cccnc21,·,-2%,-1%,-2%,-3,?,5%,8%,-12%
C[C@@H]1C=C(C(=O)O)O[C@H](OCc2ccc(CO)cc2)C1,12%,18%,24%,8%,-1,i,2%,8%,2%
C=CCOC(=O)C1=C(C)NC(=S)NC1c1cccs1 (stereo unspecified),-24%,3%,0%,5%,-29,i,1%,-5%,-2%
CCn1c(CNC(=O)Cc2ccc(OC)cc2)nnc1SCC(=O)NC1CCCCC1,6%,1%,20%,-1%,26,i,-1%,-1%,-2%
CC(=O)N1c2ccc(S(=O)(=O)N3CCCC3)cc2CC1C(=O)NCc1cccc(F)c1 (stereo unspecified),12%,-10%,6%,0%,-6,i,9%,4%,0%
O=C(CCCc1ccccc1)NCCN1CCOCC1,-2%,-11%,14%,-2%,0,i,1%,-3%,-9%
Cc1c(Cl)cccc1NC(=O)CCS(=O)(=O)c1ccc(Br)s1,1%,3%,5%,·,·,i,·,·,·
CNC(=S)NNC(=O)Cc1ccc(OC)cc1,?,4%,8%,-1%,2,i,22%,12%,-4%
Cc1ccc(NC(=O)c2noc(C(C)C)c2[N+](=O)[O-])cc1,16%,-22%,?,?,-21,i,?,-11%,?
CN(c1ccc(OCC(=O)OCC(=O)Nc2ccc(OC(F)F)cc2)cc1)S(=O)(=O)c1cccs1,·,-2%,9%,7%,0,i,8%,-3%,-3%
Cc1cnc(NC(=O)CSc2nnc(COc3c(C)cccc3C)o2)s1,-8%,1%,0%,1%,48,i,2%,30%,-1%
O=S(=O)(NCc1csc(-c2cccnc2)n1)c1ccc2c(c1)OCCO2,-18%,-2%,7%,13%,-4,i,16%,13%,1%
O=C(Nc1cccc(-c2csc(Nc3cccc(C(F)(F)F)c3)n2)c1)c1cc([N+](=O)[O-])cc(C(F)(F)F)c1,6%,0%,1%,?,4,i,-5%,-2%,?
CC1CCCCN1C(=O)CNCC1CCCO1 (stereo unspecified),-15%,-1%,12%,-2%,0,i,10%,10%,-1%
CNC(=O)COc1ccc2oc3c(c2c1)CCCC3,42%[activator],4%,7%,-14%,8,i,10%,25%,1%
COP1(=O)C[C@@H](O)[C@@H](O)[C@@H](COCc2ccccc2)O1 (stereo partly specified),8%,-2%,7%,-5%,-12,i,8%,0%,3%[9.22 µM]
Cc1cc(C)n(C(=O)c2ccc([N+](=O)[O-])cc2Cl)n1,-10%,0%,2%,-2%,-15,i,3%,6%,-7%
CCn1c2ccc(C)cc2c2nnc(SCCN3CCCCC3)nc21,-19%,-22%,-30%,5%,-66*,i,23µM*,?,1%
COc1ccc(Cc2c(-c3ccc(C#N)cc3)nc3c(Cl)cc(C(F)(F)F)cn23)c(C)c1,-2%,·,2%,·,0,i,-14%,0%,·
CCN1C(=O)/C(=C\c2ccc(-c3ccc([N+](=O)[O-])cc3OC)o2)SC1=Nc1cccc(C(=O)O)c1,-10%,-36%,-21%,12%,15,?,1%,0%,-10%
CC1CCN(CC(=O)Nc2cccc(C(=O)Nc3cccc(C(F)(F)F)c3)c2)CC1,?,-56%,?,?,-75*,?,23µM*,16µM*,?

# Three entries from above, with two lines to a compound:
# Sequence of screens – ATXN2 expr inh, HepG2 viability, KB-3-1 cytotox, MCF10A rerep, IL1B secr inh, ATXN viability, HT1080 IDH1KD tx, HT1080-NT tox, SW480 rerep
- COc1ccc(Cc2c(-c3ccc(C#N)cc3)nc3c(Cl)cc(C(F)(F)F)cn23)c(C)c1
    -2%, ·, 2%, ·, 0, i, -14%, 0%, ·
- CC1CCN(CC(=O)Nc2cccc(C(=O)Nc3cccc(C(F)(F)F)c3)c2)CC1
    ?, -56%, ?, ?, -75*, ?, 23µM*, 16µM*, ?
- CCn1c2ccc(C)cc2c2nnc(SCCN3CCCCC3)nc21
    -19%, -22%, -30%, 5%, -66*, i, 23µM*, ?, 1%
